Kir21 inh – inhibitors of mouse Kir2.1 inward-rectifier potassium channel. Inward rectifier potassium channel 2 (Mus musculus), P35561. HEK293-Kir2.1, FluxOR thallium flux fluorescence; stronger effect = lower value. B-score at 10 µM. 310,000 tested, 0.85% active;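 active = fluorescence ratio B-score at or below minus 3 SD of library scores, with starting-brightness B-score within 2 SD, cut at about -4.2 in these data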;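 note: channel flux triggered by added potassium and thallium sulfate stimulus; B-score of peak minus minimum fluorescence over baseline after thallium stimulus; more negative B-score means stronger Kir2.1 block with less thallium influx; some compounds called inactive have numbers as strong as hits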
Target sequence (P35561 whole entry, looked up): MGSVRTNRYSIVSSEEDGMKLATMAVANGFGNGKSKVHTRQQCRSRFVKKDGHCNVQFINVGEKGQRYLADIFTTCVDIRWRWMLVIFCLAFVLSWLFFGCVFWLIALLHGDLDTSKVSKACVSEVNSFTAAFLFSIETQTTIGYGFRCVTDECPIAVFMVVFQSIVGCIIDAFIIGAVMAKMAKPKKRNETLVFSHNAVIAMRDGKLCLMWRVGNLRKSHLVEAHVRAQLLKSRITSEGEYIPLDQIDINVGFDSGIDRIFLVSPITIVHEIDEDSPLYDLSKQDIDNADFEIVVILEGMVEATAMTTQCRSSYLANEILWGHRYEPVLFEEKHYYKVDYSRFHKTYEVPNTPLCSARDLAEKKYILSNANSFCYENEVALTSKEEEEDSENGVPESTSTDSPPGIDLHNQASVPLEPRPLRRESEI
KCNQ2 inh – KCNQ2 potassium channel inhibitors, primary screen, cell-based, CHO-K1, FluxOR thallium flux, B-score (AID 2156); 20 min; stronger effect = lower value; B-score at 10 µM; 310,000 tested, 1.1% active;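 active = fluorescence ratio B-score at most minus 3 library SDs, with starting brightness B-score within 2 library SDs, cut at about -5.5 in these data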
* hit, by the source's call; i = inactive.

SMILES | Kir21 inh | KCNQ2 inh
O=C(Nc1cccc(C(=O)N2CCN(c3ccc(F)cc3)CC2)c1)c1ccccc1 | -0.29 | i
CCC(C)NC(=O)CNC(=S)N(Cc1ccc(F)cc1)C1CCCCC1 (stereo not given) | -0.13 | i
O=C(O)c1ccc(OCC(F)(F)F)nc1 | 0.7 | i
Cc1ccccc1OCc1n[nH]c(=S)n1-c1cccc(Cl)c1 | 1.5 | i
CC1CCCC(C)N1CC(C)(C)NS(=O)(=O)c1ccc(Cl)cc1 (stereo not given) | -0.61 | i
N#CCOc1ccc2oc(-c3ccco3)cc(=O)c2c1 | -0.57 | i
O=S(=O)(Nc1ccc(F)cc1Cl)c1ccc(-c2cnc(C3CC3)o2)cc1 | 0.93 | i
Nc1nc(CSc2nc3ccccc3s2)nc(N2CCCCC2)n1 | -0.52 | i
CC(C)c1ccc(OCc2ccc(C(=O)N3CCN(c4ccccn4)CC3)cc2)cc1 | -0.82 | -7.5*
CC(C)CC(NS(=O)(=O)c1cccc(C(=O)O)c1)C(=O)O (stereo not given) | 0.01 | i
O=C1CN(C(=O)COC(=O)COc2ccc3c(c2)CCC3)c2ccccc2N1 | 2.1 | i
C/C(=N/NC(=O)CNC(=O)C(c1ccccc1)c1ccccc1)c1ccco1 | -0.96 | i
O=[N+]([O-])c1cccc(Cl)c1CSc1ccccn1 | -1.4 | i
CCOC(=O)C1(C)NC(c2ccccc2F)C2C(=O)N(CC)C(=O)C21 (stereo not given) | -0.7 | i
Cc1noc(NS(=O)(=O)c2ccc(NC(=O)Cc3ccc([N+](=O)[O-])cc3)cc2)c1C | 0.53 | i
O=C(Cn1c(=O)sc2ccccc21)Nc1nc2c(s1)CCCC2 | 1.4 | i
CCN(CC)c1ncnc2sc3c(c12)CCC3 | -1.6 | i
CCn1c(CSCc2ccc(C)cc2)nnc1SCC(=O)NCc1ccccc1 | -6* | i
C=CCn1c(SCC(=O)NC(C)(C)C)nnc1-c1ccccc1O | 0.26 | i
O=C(NC1CCCc2ccccc21)c1cccnc1 (stereo not given) | 1.8 | i
C#CCOCCOCCOCCNc1nc(N2CCN(C(=O)Cn3cc(CC(C)O)nn3)CC2)nc(N2CCN(C(=O)[C@H]([C@@H](C)CC)n3cc(CCCN=C(N)N)nn3)CC2)n1 (stereo not given in full) | -0.52 | i
Brc1ccc(C2=CC(c3ccco3)n3ncnc3N2)cc1 (stereo not given) | -1.2 | i
Cc1cc(=O)[nH]c2ccc(S(=O)(=O)N3CCOCC3)cc12 | -1.2 | i
Cc1cc(O)c(-c2cc(O)c(C)cc2O)cc1O | -4.8* | i
C(=C\c1ccco1)/C=N/n1cnnc1 | 1.6 | i
OC1NC(=S)N(c2ccccc2)C1O (stereo not given) | -0.09 | i
CCOC(=O)C1=C(c2ccccc2)Nc2ncnn2C1c1ccc(C(=O)O)cc1 (stereo not given) | -0.74 | i
O=C(O)c1nccnc1C(=O)Nc1ccc(Oc2c(Cl)cccc2Cl)nc1 | -1.5 | i
CCOC(=O)c1[nH]c2ccc(OCC)cc2c1CCCN1C(=O)c2ccccc2C1=O | 0.49 | i
CCn1ncc(C2=NOC(C(=O)Nc3ccccc3C(=O)OC)C2)c1C (stereo not given) | -0.16 | i
CC(C)c1nnc(NC(=O)CCC(=O)Nc2ccccc2)s1 | -0.93 | i
Cn1cccc1Cc1nnc(SCC(=O)N2CCc3ccccc32)n1CCc1ccccc1 | -1.3 | i
COc1cc(Cc2nc3ccc(S(=O)(=O)N4CCOCC4)cc3[nH]2)cc(OC)c1OC | 0.02 | i
Cc1cc(=O)[nH]c(N/N=C/c2ccc(-c3ccc([N+](=O)[O-])cc3)o2)n1 | 0.62 | i
N#CCCNc1ccc(OCCC#N)cc1 | 0.53 | i
COC(=O)c1sccc1N/N=C/c1cccc(OC)c1O | 0.65 | i
O=C1SCCC1NS(=O)(=O)c1ccccc1[N+](=O)[O-] (stereo not given) | -0.15 | i
C[C@@H]1C=C(C(=O)NCc2nc3ccccc3[nH]2)O[C@H](OCc2ccc(CO)cc2)C1 | 1.3 | i
CCCCCCn1c(SCCOC)nc2c1c(=O)[nH]c(=O)n2C | -0.8 | i
CCOc1ccccc1OCCCC(=O)N(CC)CC(=O)Nc1ccc(NC(C)=O)cc1 | 0.73 | i
CCCN(CCO)CCCc1ccccc1 | -2 | i
CCCOc1ccc(CCc2n[nH]c(=S)n2Cc2ccccc2)cc1 | 0.75 | i
O=C1CSc2ccc(S(=O)(=O)NCc3ccccc3)cc2N1 | -2 | i
CN(C)c1ccc(C(=O)Nc2ccc(S(=O)(=O)NC3=NCCCCC3)cc2)cc1 | -0.07 | i
COc1ccc(/C=C/C(=O)C23CC4CC(CC(C4)C2)C3)cc1CN1CCOCC1 | 1.1 | i
O=C(Nc1c2c(nn1-c1ccc(F)cc1)CS(=O)C2)c1ccc(Br)o1 (stereo not given) | -1.3 | i
CC(NC(=O)c1cccc(C(F)(F)F)c1)C(c1ccccc1)N1CCOCC1 (stereo not given) | -0.46 | i
O=S(=O)(c1ccc(F)c(F)c1)N1CCN(CCc2ccccc2)CC1 | 0.65 | i
O=c1cc(O)c2ccccc2[nH]1 | 0.68 | i
COc1ccc(C2CC(=O)C3=C(C2)Nc2ccccc2N(C(=O)CCC(=O)O)C3c2ccc(F)cc2)cc1 (stereo not given) | 0.68 | i
O=C(Nc1ccccn1)N1CCOCC1 | -0.17 | i
O=C(c1ccco1)N1CCC(c2ccccc2)C1 (stereo not given) | 0.39 | i
CCOC(=O)CNC(=O)Cn1cnc2c(cnn2-c2ccc(C)cc2)c1=O | 1.2 | i
CC(=O)n1cc([C@@H]2C=C(C(=O)O)O[C@H](OCc3ccc(CO)cc3)C2)c2ccccc21 | 0.77 | i
N#CC1=C(N)Oc2n[nH]c(-c3cccs3)c2C1c1ccccc1C(=O)O (stereo not given) | -0.03 | i
CN(CC(=O)Nc1cccc(F)c1)C(=O)c1cc(-c2ccco2)nc2ccccc12 | 0.04 | i
O=C(Nc1cnccn1)c1cccnc1 | 1.5 | i
CCc1ccc(-c2cc(C)no2)cc1S(=O)(=O)N1CCC(C)CC1 | 0.13 | i
CCOC(=O)c1c(-c2ccc(F)cc2)cn2ccccc12 | -0.76 | i
O=C(CC1OC(=O)c2ccccc21)Nc1ccc(Cl)c(S(=O)(=O)N2CCCCC2)c1 (stereo not given) | -0.61 | i

Other records follow.
SMILES | Kir21 inh | KCNQ2 inh
CCOc1ccccc1NC(=O)CSc1nnc(CNC(=O)c2cccs2)o1 | 0.88 | i
CCC(C(=O)N1CCOCC1)n1c2ccccc2c2nc(=O)cc(C)n21 (stereo not given) | 1.1 | i
O=C(COc1ccc(F)c(Cl)c1)c1ccc[nH]1 | -0.76 | i
c1cc2c(cc1C1=Nn3c(nnc3C3CCCCC3)SC1)OCO2 | -3.4 | i
O=C(Cn1cc(C(=O)C(F)(F)F)c2cc(Br)ccc21)N1CCOCC1 | 1.4 | i
Cc1nc2sc3c(c2c(=O)[nH]1)CCC3 | -1.7 | i
CCn1c(=N)n(CC(=O)C23CC4CC(CC(C4)C2)C3)c2ccccc21 | 0.52 | i
CC1(C(=O)O)Cc2ccccc2C(=O)O1 (stereo not given) | 0.55 | i
Cc1ccc(S(=O)(=O)N2CCN(C(=O)COC(=O)CCOc3cc(C)ccc3C)CC2)cc1 | -0.29 | i
COc1ccc(OC)c(-c2cc(C(=O)Nc3cc(C)n(Cc4ccc(Cl)cc4)n3)no2)c1 | 0.92 | i
O=C(O)c1ccccc1SCc1ccc2c(c1)OCO2 | 0.09 | i
CC(=O)NNc1cc(=O)c2c(=O)n(C)c(=O)n(C)c2[nH]1 | 2.2 | i
Cc1ccc(NC(=O)c2cccs2)cc1 | 0.06 | i
COc1ccc(NC(=S)N2CCC(C(=O)c3ccc(OC)cc3)CC2)cc1 | 0.02 | i
Cc1ccc(S(=O)(=O)N2CCN(C(=O)C3=COCCO3)CC2)cc1C | 0.9 | i
COc1ccc(Cl)cc1-n1c(C)cc(C(=O)OCC(=O)N2CC(=O)Nc3ccccc32)c1C | -3.4 | i
CC(=O)Nc1ccc(Nc2ccc(N3C(=O)CCCC3=O)cc2[N+](=O)[O-])cc1 | 0.02 | i
Cc1ccccc1C(=O)NCC(=O)OC(C)C(=O)Nc1ccnn1C(C)C (stereo not given) | -0.24 | i
O=S(=O)(Nc1ncccn1)c1ccc(Nc2ncnc3ccccc23)cc1 | 0.92 | i
S=C(NCCc1ccc(Cl)cc1)NC1CCCCC1 | -2.3 | i
CN(c1ccccc1)C(c1ccc(F)cc1)c1nnnn1CC1CCCO1 (stereo not given) | -2 | i
Cc1cc(=O)n2nc(N3CCCC(C(=O)NCc4ccccc4)C3)sc2n1 (stereo not given) | -0.95 | i
O=C(Nc1ccc(Cl)cn1)c1ccc2nccnc2c1 | 0.39 | i
CCOCCCNC(=O)/C(C#N)=C/c1cc(C)c(O)c(C)c1 | -0.26 | i
CCCOc1ccccc1C1CC(=O)NC2=C1C(=O)CCC2 (stereo not given) | 2 | i
COc1ccc(N2CCN(C(=O)Cc3ncc(C(F)(F)F)cc3Cl)CC2)cc1 | 1.6 | i
CCN(CC)c1ccc(/C=N/NC(=O)c2ccc3nc[nH]c3c2)cc1 | 0.52 | i
CCCCCCSc1ccc([C@H]2N[C@@](Cc3ccccc3)(C(=O)OC)[C@H]3C(=O)N(CC)C(=O)[C@@H]23)cc1 | -1.1 | i
CN1C(=O)CSC1=Nc1cccc(C(=O)O)c1 | -2 | i
COCCN1C(=O)/C(=C/c2ccc(Oc3ccc([N+](=O)[O-])cn3)c(OC)c2)SC1=Nc1ccccc1 | 1.6 | -6.9*
O=C(CNc1cccc2ccccc12)N/N=C/C(Br)=C/c1ccccc1 | 0.01 | i
COc1ccccc1N1CCN(/N=C/c2ccc(Cl)c([N+](=O)[O-])c2)CC1 | -0.3 | -6.1*
CN1C(=O)N(C)C2(c3ccccc3)Nn3c(s/c(=C/c4ccccc4F)c3=O)=NC12c1ccccc1 (stereo not given) | 1.1 | i
CC(C)(C)OC(=O)[C@H](Cc1ccccc1)NC(=O)c1nc[nH]c1C(=O)NCC(=O)OCc1ccccc1 | -0.25 | i
O=C(NNC(=O)c1ccc2[nH]c(=O)c(=O)[nH]c2c1)c1cccc(Br)c1 | 2 | i
Cc1ccc(C)c(NC(=O)COC(=O)COc2cccc3c2OC(C)(C)C3)c1 | 0.01 | i
Cc1ccc(S(=O)(=O)NN2C(=O)/C(=C\c3ccc(Cl)cc3)SC2=S)cc1 | 1.7 | i
Cc1ccc(NS(=O)(=O)c2ccc(F)cc2)nc1 | -0.08 | i
CCC(C(=O)Nc1ccsc1C(=O)OC)c1ccccc1 (stereo not given) | 0.55 | i
Cc1ccc(NC(=O)COC(=O)c2ccc(Cl)cc2)cc1S(=O)(=O)N(C)C | 0.01 | i
Cc1cc(C)nc(NS(=O)(=O)c2ccc(Br)cc2)n1 | -0.89 | i
O=[N+]([O-])c1ccc(-n2cccc2/C=N/Nc2nc(N3CCCCC3)nc(N3CCCCC3)n2)cc1 | 0.34 | i
CC(=O)NNc1nc(-c2ccccc2)c2cc(Br)ccc2n1 | 0.01 | i
CC(=O)NC(Cc1cc(C)ccc1C)C(=O)N1CCN(C(=O)c2ccccc2Br)CC1 (stereo not given) | -0.68 | i
O=C(NCc1ccc(Cl)cc1)c1cc2ccccc2oc1=O | 0.68 | i
CCOC(=O)c1nn(-c2ccc(F)cc2)c(=O)cc1OCC(=O)Nc1ccc(F)c(F)c1 | -0.61 | i
Cc1ccc(NC(=S)N(CCN2CCOCC2)Cc2ccccc2F)cc1 | -0.74 | i
O=S(=O)(Cc1cc(NCc2ccccc2)nc(-c2ccncc2)n1)c1ccccc1 | -0.5 | i
CC1=C(C(=O)Nc2cc(-c3cccc(F)c3)[nH]n2)C2(CCCCC2)OC1=O | 0.65 | i
CC(=O)Cc1nsc(NC(=O)c2ccc(Br)o2)n1 | 0.01 | i
Cc1ccc(NC(=S)N(Cc2cccc(Br)c2)CC2CCC(C(=O)O)CC2)cc1Cl (stereo not given) | 0.07 | i
CCOC(=O)c1c(C)[nH]c(C(=O)OCC(=O)c2ccc(OC)cc2OC)c1C | 1.8 | i
CC1(C)Cc2nc3sc(C(=O)O)c(N)c3cc2CS1 | -1.7 | i
CCC(CC)C(=O)Nc1ccc(C)cc1O | -1 | i
COc1cccc(NCCC(=O)c2cccc([N+](=O)[O-])c2)c1 | -0.09 | i
O=C(CCS(=O)(=O)c1ccc(Br)cc1)Nc1ccc(Br)cc1F | 0.23 | i
CC(C)c1ccc(C(=O)NNC(=O)C2C3CCC(C3)C2C(=O)O)cc1 (stereo not given) | -0.54 | i
Nc1nc(NCc2ccccc2)nc(NCc2ccccc2)c1[N+](=O)[O-] | 0.25 | i
COc1cc(Cl)c(CC(=O)c2c[nH]c3ccccc23)cc1OC | -0.03 | i

Compounds above that have a tert-butyl group:
SMILES | Kir21 inh | KCNQ2 inh
C=CCn1c(SCC(=O)NC(C)(C)C)nnc1-c1ccccc1O | 0.26 | i
CC(C)(C)OC(=O)[C@H](Cc1ccccc1)NC(=O)c1nc[nH]c1C(=O)NCC(=O)OCc1ccccc1 | -0.25 | i

Ordered by value in Kir21 inh (falling): some entries from above.
SMILES | Kir21 inh | KCNQ2 inh
O=[N+]([O-])c1ccc(-n2cccc2/C=N/Nc2nc(N3CCCCC3)nc(N3CCCCC3)n2)cc1 | 0.34 | i
CC(=O)Cc1nsc(NC(=O)c2ccc(Br)o2)n1 | 0.01 | i
COc1cccc(NCCC(=O)c2cccc([N+](=O)[O-])c2)c1 | -0.09 | i

From PubChem BioAssay
